PostGolgi yeast = phenotypic screen on post-Golgi transport, primary screen | post-Golgi transport phenotypic cell assay | inhibition, % at 10 µM | 98,000 compounds, 0.9% hits;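 also: yeast cells grown in 1536-well plates; yeast grown about 18 h at 30C before absorbance read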
S1P2 blocker = human S1P2 receptor antagonists, primary screen, cell-based; cell-based S1P2 antagonist assay, inhibition at 5 uM; AID 736, 2007; inhibition, % at 5 µM; Sphingosine 1-phosphate receptor 2 (Homo sapiens), O95136; 97,000 compounds, 0.21% hits; in the data active = inhibition above about 45%;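 also: CRE beta-lactamase reporter cells expressing human S1P2 stimulated with S1P; 0% = agonist at EC80 alone and 100% = agonist plus reference antagonist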
CYP2C19 activ = human CYP2C19 activators, primary screen, biochemical, luminescence; Cytochrome P450 2C19 (Homo sapiens), P33261; recombinant CYP2C19, luciferin-H EGE luminescence; stronger effect = higher value; 0 = fully inhibited enzyme, 1 = untreated enzyme; 96,000 tested, under 10 active; activation factor at 5 µM;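 active = activation factor of at least 2 at 5 µM in the primary screen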;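 also: 0 = wells with 2.5 mM tranylcypromine and 1 = vehicle-only wells; values of inactives mirror those of a sister screen read the other way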
Target sequence (P33261 whole entry, looked up): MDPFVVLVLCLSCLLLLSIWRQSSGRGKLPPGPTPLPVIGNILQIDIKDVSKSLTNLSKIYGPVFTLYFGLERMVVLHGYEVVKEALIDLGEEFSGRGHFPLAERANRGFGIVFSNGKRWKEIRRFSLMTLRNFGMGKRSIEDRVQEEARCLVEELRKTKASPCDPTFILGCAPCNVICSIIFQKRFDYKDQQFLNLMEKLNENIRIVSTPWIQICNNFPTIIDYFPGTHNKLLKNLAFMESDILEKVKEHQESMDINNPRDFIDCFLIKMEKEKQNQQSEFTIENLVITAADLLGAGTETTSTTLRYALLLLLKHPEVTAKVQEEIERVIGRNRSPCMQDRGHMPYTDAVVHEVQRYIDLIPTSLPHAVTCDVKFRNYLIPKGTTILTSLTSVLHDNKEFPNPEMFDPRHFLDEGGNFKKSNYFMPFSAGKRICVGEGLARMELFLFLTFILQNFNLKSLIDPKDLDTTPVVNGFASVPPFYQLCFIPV
sEH inhibitor = soluble epoxide hydrolase inhibitors, primary screen, biochemical, human sEH. recombinant human sEH enzymatic activity assay. inhibition, % at 2 µM. 91,000 compounds, 0.34% hits. AID 707, 2007; in the data active = inhibition above about 80%; also: values of inactives mirror those of a sister screen read the other way; many of its hits are not listed in these tables
PostGolgi ctrl = growth inhibition of yeast control strain, primary screen, counter-screen for post-Golgi transport modulator project. efflux-deficient yeast background strain, growth absorbance A615, 16 h. inhibition, % at 10 µM. 98,000 compounds, 5% hits
sEH act = soluble epoxide hydrolase activators, primary screen, biochemical, human sEH; Bifunctional epoxide hydrolase 2 (Homo sapiens), P34913; 91,000 compounds, 0.04% hits; purified human sEH enzymatic activity, activator screen; activation, % at 2 µM; in the data active = activation above about 37%; also: values of inactives mirror those of a sister screen read the other way
CYP2C19 inh = blockers of cytochrome P450 2C19 activity – biochemical, luminescence, ADME assay, primary screen | inhibition, % at 5 µM | P33261 | 96,000 compounds, 21% hits | CYP2C19 Supersomes, luciferin-H EGE luminescence, 30 min;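 active = CYP2C19 inhibition above a set limit at 5 µM in the primary screen, cut at about 50% in these data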;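 also: plate controls were negative control wells for no effect and 2.5 mM tranylcypromine positive control for full effect; values of inactives mirror those of a sister screen read the other way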
hDAT+cocaine = changed hDAT dopamine uptake under cocaine IC80, either direction, primary screen, cocaine antagonist project, cell-based, LLC-PK1 hDAT, [14C]-dopamine uptake, MLSMR; Sodium-dependent dopamine transporter (Homo sapiens), Q01959; LLC-PK1 hDAT cells, [14C]-dopamine uptake with cocaine IC80; actives deviate in either direction; B-score at 10 µM; 110,000 compounds, 1.3% hits; AID 449768, 2010;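 active = Z score or B-score, a plate-position-corrected score, falls beyond the plate's 99.7% confidence bounds, in either direction; inactive = both scores lie inside the 99.7% bounds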;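 also: scored against the spread of the other compound wells on the same plate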
Target sequence (Q01959 whole entry, looked up): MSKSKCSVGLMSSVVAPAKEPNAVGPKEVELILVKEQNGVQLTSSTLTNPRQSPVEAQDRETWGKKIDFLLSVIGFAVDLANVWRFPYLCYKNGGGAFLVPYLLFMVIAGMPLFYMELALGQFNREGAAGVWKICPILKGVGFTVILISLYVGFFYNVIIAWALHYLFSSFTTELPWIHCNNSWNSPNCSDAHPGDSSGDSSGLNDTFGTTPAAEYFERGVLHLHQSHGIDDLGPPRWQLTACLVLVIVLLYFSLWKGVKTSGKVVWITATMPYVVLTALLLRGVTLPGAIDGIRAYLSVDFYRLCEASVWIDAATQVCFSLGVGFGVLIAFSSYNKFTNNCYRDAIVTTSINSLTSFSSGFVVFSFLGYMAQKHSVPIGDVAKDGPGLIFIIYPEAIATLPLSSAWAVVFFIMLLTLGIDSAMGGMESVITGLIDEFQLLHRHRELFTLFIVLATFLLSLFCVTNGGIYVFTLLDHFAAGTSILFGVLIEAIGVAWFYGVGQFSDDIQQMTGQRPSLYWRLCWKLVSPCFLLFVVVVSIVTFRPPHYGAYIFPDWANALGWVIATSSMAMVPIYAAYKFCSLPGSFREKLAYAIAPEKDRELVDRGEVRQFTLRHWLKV
S1P2 agonist = S1P2 receptor agonists, primary screen, cell-based. Sphingosine 1-phosphate receptor 2 (Homo sapiens), O95136. S1P2-expressing cell line, agonist reporter read-out. activation, % at 4.5 µM. 97,000 compounds, 0.46% hits. AID 729, 2007; in the data active = activation above about 16%;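 also: 0% = vehicle low control and 100% = maximal reference agonist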
* hit, by the source's call; nt = no result given. Rule as the data show it, unless noted: active = inhibition above about 30%; inactive = the rest.

SMILES | PostGolgi yeast | S1P2 blocker | CYP2C19 activ | sEH inhibitor | PostGolgi ctrl | sEH act | CYP2C19 inh | hDAT+cocaine | S1P2 agonist
O=C(Nc1ccccc1C(=O)NCC1CCCO1)c1ccc(Cl)cc1Cl (centres undefined) | 6.4 | -18.2 | 0.9 | 7.1 | 0.1 | -8.5 | 10.4 | 0.602 | 1.5
O=C1OC(c2ccc(Cl)cc2)=N/C1=C\c1cccnc1 | 4.8 | -0.8 | 0.7 | nt | -10.4 | nt | 33.1 | 0.555 | -5.6
O=C(COc1ccc(S(=O)(=O)N2CCCC2)cc1Cl)NC1CC1 | 2.5 | nt | 1 | nt | 8.2 | nt | 1.0 | -0.0179 | nt
CCOC(=O)Cc1csc(NC(=O)CSc2nnc(-c3ccc(F)cc3)o2)n1 | 1.4 | -24.7 | 0.8 | 6.1 | 5.3 | -6.1 | 16.5 | 0.0119 | -3.2
CCOC(=O)C1CCN(c2nc3ccccc3nc2C(C#N)C(=O)NCCc2ccccc2)CC1 (centres undefined) | 20.2 | 11.8 | nt | -14.8 | 11.9 | 14.4 | nt | nt | -1.7
Cc1ccc(NC(=O)C2CCCN2S(=O)(=O)c2ccc3c(c2)CCC(=O)N3)cc1Cl (centres undefined) | 16.1 | -7.3 | 0.4 | nt | 25.9 | nt | 60.1* | -1.45 | -2.7
O=S(=O)(Cc1ccc(Cl)cc1)CC(O)COCc1ccccc1 (centres undefined) | 1.4 | 8.0 | 0.6 | -4.5 | 10.2 | 3.8 | 40.3 | 1.63 | -4.9
N=C1C(c2nc3ccccc3c(=O)[nH]2)=C(O)CN1c1ccccc1 | -5.1 | -40.5 | 0.9 | -12.0 | -4.0 | 11.7 | 11.9 | -0.0254 | -1.4
O=C(CCS(=O)(=O)c1cccc2nsnc12)N1CCN(c2ccccc2F)CC1 | 6.0 | 11.1 | 0.5 | 1.4 | 30.8* | -5.6 | 45.5 | -0.307 | -2.6
Cc1ccccc1-n1c(SCC(=O)NCc2cccs2)nnc1-c1ccncc1 | 4.2 | 0.0 | 0 | 8.5 | 9.5 | -8.0 | 98.2* | -0.0385 | -10.8
CCOC(=O)C1(C(F)(F)F)N=C(N(C)C)OC(N(C)C)=N1 | 9.2 | 11.7 | 1.1 | -13.1 | 12.3 | 12.9 | -7.2 | 0.795 | -2.2
O=C(NCCC1=CCCCC1)c1ccc(Cl)c(S(=O)(=O)Nc2ccccc2)c1 | -4.4 | -3.7 | 0.6 | 76.1 | 21.9 | -76.0 | 40.3 | 1.43 | -5.4
COc1ccc(N=Cc2ccc[nH]2)cc1 | 0.8 | 19.1 | 1 | 10.5 | -1.2 | -10.4 | -3.3 | -0.397 | -0.9
O=C1NCCc2c1[nH]c1c(Cl)ccc(Cl)c21 | 9.6 | 0.6 | 0.9 | 5.9 | 23.8 | -6.4 | 6.5 | 0.13 | -1.6
CC1CCCCN1Cc1nc2c(c(=O)n(C)c(=O)n2C)n1CCCc1ccccc1 (centres undefined) | nt | 7.3 | nt | -5.1 | nt | 3.0 | nt | 0.514 | -1.6

Arranged by number of heavy atoms (highest first): 3 of the compounds above.
SMILES | PostGolgi yeast | S1P2 blocker | CYP2C19 activ | sEH inhibitor | PostGolgi ctrl | sEH act | CYP2C19 inh | hDAT+cocaine | S1P2 agonist
CCOC(=O)C1CCN(c2nc3ccccc3nc2C(C#N)C(=O)NCCc2ccccc2)CC1 (centres undefined) | 20.2 | 11.8 | nt | -14.8 | 11.9 | 14.4 | nt | nt | -1.7
Cc1ccccc1-n1c(SCC(=O)NCc2cccs2)nnc1-c1ccncc1 | 4.2 | 0.0 | 0 | 8.5 | 9.5 | -8.0 | 98.2* | -0.0385 | -10.8
CCOC(=O)Cc1csc(NC(=O)CSc2nnc(-c3ccc(F)cc3)o2)n1 | 1.4 | -24.7 | 0.8 | 6.1 | 5.3 | -6.1 | 16.5 | 0.0119 | -3.2

Later entries:
SMILES | PostGolgi yeast | S1P2 blocker | CYP2C19 activ | sEH inhibitor | PostGolgi ctrl | sEH act | CYP2C19 inh | hDAT+cocaine | S1P2 agonist
CSc1ccccc1NC(=O)C1CC(c2ccccc2O)=NO1 (centres undefined) | 2.8 | -14.0 | 1 | 1.3 | 1.3 | -1.1 | -0.4 | -1.1 | -1.0
COc1ccc(NC(=S)NCCc2ccccc2OC)c(OC)c1 | -15.3 | -1.9 | 0 | 1.9 | -9.9 | -3.0 | 99.3* | -1.01 | -6.2
O=C(NC(Cc1ccccc1)C(=O)O)/C(=C\c1ccco1)NC(=O)c1ccc(Br)cc1 (centres undefined) | 0.3 | 8.9 | 1.1 | 1.9 | 26.6 | 0.4 | -15.0 | nt | -8.4
CC(=O)Oc1ccc(NC(=O)C2CCCCC2)c(C(=O)O)c1 | 1.7 | -5.4 | 1 | -9.3 | 0.4 | 14.9 | -3.2 | -0.746 | -0.8
Cc1cc2nc(C(F)(F)F)[nH]c(=O)n2n1 | 4.3 | nt | 1 | nt | 7.9 | nt | -4.3 | -0.0175 | nt
CCCCS(=O)(=O)c1sc2nc3c(cc2c1N)CCCC3 | -1.4 | -12.3 | 1 | -10.2 | 6.2 | 9.6 | -2.7 | -0.436 | -0.3
O=C(NCc1cccc(C(F)(F)F)c1)C1CCN(c2ncccn2)CC1 | -8.3 | 3.0 | 0.8 | 25.1 | 11.4 | -24.9 | 16.2 | -0.0292 | -9.8
COc1cc(CC(=O)OCC(=O)Nc2cc(S(=O)(=O)N3CCCC3)ccc2Cl)cc(OC)c1OC | -1.5 | -37.9 | 1.1 | -3.9 | 6.1 | 6.7 | -14.3 | 1.01 | 0.3
COc1cc(/C=N/NC(=O)Nc2cccc3nsnc23)cc(OC)c1OC | 16.4 | 11.8 | 0.9 | -18.1 | 0.8 | 21.4 | 5.4 | nt | -4.6
Cc1cc(N2C(=O)C3CC=CCC3C2=O)no1 (centres undefined) | nt | -2.9 | nt | -4.5 | nt | 0.9 | nt | -0.623 | -1.4
CCCCn1c(SCC(=O)c2ccc3c(c2)OCCO3)nnc1-c1ccoc1C | 7.7 | 5.6 | 0 | 3.1 | 7.8 | -5.1 | 96.4* | -0.0971 | -7.2
COc1cc(Cl)c(C)cc1NC(=O)CSc1nc2ccccc2o1 | -2.5 | 3.6 | 0.8 | -1.4 | 8.9 | 4.2 | 18.5 | -0.592 | -7.3
CC(C)CCn1c(=O)c2ccccc2c2ccccc2c1=O | 3.1 | -12.0 | 0.1 | 10.2 | 21.8 | -9.6 | 86.2* | -0.109 | -3.7
Cc1cc(OCC(O)CN2CCN(CCO)CC2)ccc1C(C)C (centres undefined) | -6.7 | 7.4 | 0.8 | 0.2 | -0.3 | -2.2 | 19.7 | -0.0244 | -7.3
OC(COc1ccc2c(c1)CCC2)CN1CCN(c2ccccc2F)CC1 (centres undefined) | -0.3 | 0.3 | 0.5 | -1.5 | 21.3 | 0.0 | 51.4* | 0.498 | -7.7
Cc1ccc(S(=O)(=O)N2CCCC(C(=O)NC3=NCCS3)C2)cc1 (centres undefined) | 4.6 | 3.5 | 1 | 0.6 | 14.5 | 2.0 | -3.2 | 0.725 | -3.4
CCn1c2ccccc2c2cc(/C(C)=N/O)ccc21 | 3.8 | -11.3 | 0.8 | -16.1 | 65.3* | 17.1 | 21.5 | nt | -3.2
COc1ccc(-c2oc3ncn4nc(COc5ccccc5)nc4c3c2-c2ccc(OC)cc2)cc1 | -6.5 | -6.4 | 1.1 | -2.8 | 11.7 | 6.8 | -5.1 | 0.392 | -6.0
O=c1oc(-c2cccs2)nc2scc(-c3cccs3)c12 | -3.5 | -3.2 | 1 | -17.4 | 20.1 | 20.0 | -4.8 | nt | -1.8
CCCC1C2C(=O)N(c3ccc(OC)cc3)C(=O)C2ON1c1ccccc1 (centres undefined) | 5.1 | -6.7 | 0.6 | -2.7 | -8.8 | -0.8 | 42.7 | 1.12 | -5.1
Cc1ccc(N2C(=O)NC3(CCCCC3)C2=O)cc1 | 3.3 | nt | 0.6 | nt | -3.0 | nt | 42.1 | 0.569 | nt
COc1ccccc1NC(=O)N1CCC(c2nc3cc(C)c(C)cc3[nH]2)CC1 | nt | 1.2 | nt | 3.2 | nt | -2.9 | nt | -0.0618 | -3.4
CCCCN(C)Cc1c(C)[nH]c2ccc(OCC)cc2c1=O | 0.8 | nt | 1.2 | nt | -0.3 | nt | -15.4 | 0.714 | nt
COC(=O)[C@@H](NC(=O)NCc1ccco1)C(C)C | 1.2 | -1.5 | 0.9 | 15.5 | 1.9 | -12.7 | 5.7 | 0.266 | -3.8
C=CCOC(=O)C1=C(C)NC(C)=C(C(=O)OCC=C)C1/C=C/c1ccccc1 | -4.2 | -19.1 | nt | -0.8 | 28.0 | 1.6 | nt | 0.209 | 4.9
CCOC(=O)C(CC(C)C)CP(=O)(O)CNC(=O)OCc1ccccc1 (centres undefined) | 0.2 | -8.9 | 1 | -8.9 | 1.8 | 12.3 | -1.2 | 0.693 | -2.8
CCOC(=O)N1CCC(Nc2c(NCCN3CCN(c4ccccc4F)CC3)c(=O)c2=O)CC1 | -8.6 | 5.9 | 1 | -11.8 | 1.9 | 10.0 | 4.1 | 1.01 | -3.1
CCOC(=O)c1c(C)n(C)c2ccc(OC)c(NC(=O)CN3CCC4(CC3)OCCO4)c12 | -3.1 | -36.0 | 0.7 | nt | 8.1 | nt | 33.3 | 1.54 | 1.5
CN(Cc1ccccc1)S(=O)(=O)c1ccc(NC(=S)NC(=O)C2CCCC2)cc1 | 5.0 | -1.8 | 1 | 9.4 | 13.5 | -11.2 | 1.7 | -0.152 | -2.1
CCC(=O)N(Cc1cc2cc(OC)ccc2[nH]c1=O)c1cccc(C)c1 | 1.3 | -2.6 | 1.1 | 8.3 | 4.4 | -6.8 | -9.9 | -1.58 | -2.8
Cc1ccc(-c2nc3s/c(=C\c4ccco4)c(=O)n3n2)cc1 | 15.7 | 20.2 | 1 | -1.7 | -9.2 | 1.5 | 2.0 | 0.288 | 0.0
CCC(=O)NC(=S)NNC(=O)c1ccc([N+](=O)[O-])cc1 | -4.2 | 25.1 | 1.1 | -7.5 | 27.2 | 10.0 | -13.6 | -0.0215 | -6.1
CCOC(=O)c1c(C)n(CC(COC(C)=O)OC(C)=O)c2ccc(OC(C)=O)cc12 (centres undefined) | -8.0 | 3.1 | 0.6 | -6.9 | 6.0 | 7.5 | 41.7 | 0.569 | -0.2
Nc1nc(-c2ccccc2)cc(-c2ccccc2O)n1 | 53.8* | 12.4 | 0.9 | 4.4 | 35.2* | -4.4 | 5.8 | -0.796 | -14.1
CN(C)S(=O)(=O)c1ccc(NC(=O)c2cc3ccccc3o2)cc1 | -7.3 | 13.3 | 0.9 | nt | -0.6 | nt | 14.2 | -1 | -12.9
COC(=O)c1sccc1NC(=O)c1ccc(OC)c(OC)c1 | 1.8 | -32.0 | 0.9 | 8.7 | 18.7 | -9.6 | 11.3 | -0.801 | 0.1
O=C(CCn1nnc2ccccc21)Nc1nnc(COc2ccccc2F)s1 | 4.9 | 4.8 | 0.7 | 25.4 | 3.5 | -23.9 | 32.2 | 0.191 | 2.1
CCOC(=O)CC(=O)CSc1ccc2nnc(-c3ccc(F)cc3)n2n1 | 5.0 | -0.5 | 1.1 | -5.7 | 15.4 | 6.3 | -7.6 | 0.225 | -6.2
O=C(O)CCCc1nc(-c2ccc(Cl)cc2)no1 | -9.5 | -29.2 | 1.1 | -3.0 | 6.1 | 2.1 | -9.1 | -0.588 | -2.6
N#CC1=C(S)N=C(N)C(c2nc(-c3ccccc3)cs2)C12CCCCC2 (centres undefined) | 2.2 | 3.5 | 0.4 | 3.2 | 14.2 | -2.5 | 59.5* | nt | -2.6

From PubChem BioAssay

Compounds were not picked by outcome; any-hit rate near 24%.
